Assay outcomes: PubChem BioAssay, several laboratories
MC4R antag cAMP = blocks human MC4R cAMP signaling | 360,000 compounds, 0.48% hits | AID 540295 | P32245 | MC4R-expressing cells, MTII-stimulated cAMP, LANCE TR-FRET | inhibition, % at 6.5 µM;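 active means inhibition above its plate's cutoff, the mean of tested wells on that plate plus 3 SD, cut at about 29% in these data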;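 further: 0% = Melanotan II alone and 100% = Melanotan II plus saturating MCL0020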
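Assay system: human MC4R-expressing U2OS cells; reagent: Melanotan II stimulation of cells; dosing: 6.5 µM single dose; timing: compound 30 min, challenge 1 h, detection 1 h; signal: TR-FRET cAMP assay; replicates: one well per compound, no replicates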
COUP-TFII inh = blocks human COUP-TFII nuclear receptor; P24468; HEK293T NGFI-A luciferase reporter, luminescence; inhibition, % at 8.6 µM; 370,000 compounds, 0.7% hits; AID 686940;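 active means inhibition above a per-plate cutoff, mean inhibition of test wells between control levels plus 3 SD, cut at about 38% in these data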;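 further: cells cotransfected with COUP-TFII expression vector driving the NGFI-A reporter; 0% = median of COUP-TF2 test wells and 100% = reporter-only cells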
MC4R barr agon = activates human MC4R beta-arrestin recruitment. AID 540308. activation, % at 8.9 µM. U2OS MC4R beta-arrestin complementation, luminescence; percent of melanotan II response, DMSO zero. 360,000 compounds, 0.98% hits;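 active means activation above a per-plate cutoff, the mean activation of sample wells on that plate plus 3 SD, cut at about 8% in these data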
TLR9-MyD88 inh = inhibitors of human TLR9-MyD88 binding; Q9NR96+Q99836; CHO BLA complementation TLR9-MyD88, CCF4 FRET ratio; inhibition, % at 4.98 µM; 340,000 compounds, 0.21% hits; AID 504734;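 active means inhibition above the mean over all tested compounds plus 3 SD, cut at about 21% in these data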;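 further: 0% = DMSO only wells and 100% = clavulanate BLA inhibitor control wells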
NCOA1 inh = human NCOA1 inhibition; HEK293 GAL4-SRC1 luciferase reporter, luminescence; inhibition, % at 3.6 µM; 360,000 compounds, 0.12% hits;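 active means inhibition above the campaign mean plus 3 SD, with each screening campaign given its own cutoff, cut at about 60% in these data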;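 further: 0% = DMSO treated cells and 100% = gossypol at 36 µM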
NR5A2 inv ag = NR5A2 inverse agonism in reporter assay | AID 602396 | HEK293T StAR-luciferase reporter, LRH-1 transfected, 24 h | inhibition, % at 3.6 µM | O00482 | 360,000 compounds, 0.13% hits;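 active means inhibition above the mean inhibition of all tested compounds plus 3 SD, cut at about 73% in these data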;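 further: 0% = DMSO wells and 100% = reporter-only cells lacking LRH-1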
Target sequence (O00482 whole entry, looked up): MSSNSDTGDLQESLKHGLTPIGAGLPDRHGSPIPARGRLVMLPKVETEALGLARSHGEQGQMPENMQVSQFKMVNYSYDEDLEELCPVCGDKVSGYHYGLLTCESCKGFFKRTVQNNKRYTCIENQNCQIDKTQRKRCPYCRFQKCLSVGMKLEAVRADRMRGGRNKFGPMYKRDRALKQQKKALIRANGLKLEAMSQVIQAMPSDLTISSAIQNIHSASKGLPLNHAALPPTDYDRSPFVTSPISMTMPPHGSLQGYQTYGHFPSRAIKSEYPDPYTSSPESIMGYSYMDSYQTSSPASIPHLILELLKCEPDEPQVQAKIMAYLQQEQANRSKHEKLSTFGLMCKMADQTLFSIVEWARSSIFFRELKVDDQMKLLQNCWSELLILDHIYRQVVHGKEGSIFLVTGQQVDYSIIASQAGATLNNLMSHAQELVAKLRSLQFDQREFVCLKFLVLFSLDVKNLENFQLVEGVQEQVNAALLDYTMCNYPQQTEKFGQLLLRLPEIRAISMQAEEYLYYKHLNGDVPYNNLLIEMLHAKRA
EBV LMP1 NFkB = reduces LMP1-driven NF-kappaB luciferase signal; AID 504558; 350,000 compounds, 0.69% hits; inhibition, % at 12.5 µM; LMP1-induced NF-kappaB luciferase reporter cells, luminescence; in the data active means inhibition above about 41%;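 further: 0% = neutral control wells and 100% = reference inhibitor control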
NCOA2 inhibitor = human SRC2 (NCOA2) inhibition; Q15596; HEK293 GAL4-SRC2 luciferase reporter, luminescence; inhibition, % at 9 µM; 370,000 compounds, 0.17% hits;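 active means inhibition above the mean inhibition of all tested compounds plus 3 SD, set per campaign, cut at about 52% in these data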;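 further: 0% = DMSO treated cells and 100% = cells given Gossypol at 36 µM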
SRC3 inh = inhibits human SRC3 coactivator; Q9Y6Q9; HEK293 GAL4-SRC3 luciferase reporter, luminescence; inhibition, % at 3.6 µM; 360,000 compounds, 0.17% hits; AID 588352;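 active means inhibition above a per-campaign cutoff, the mean of all compounds plus 3 SD, cut at about 60% in these data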;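 further: 0% = DMSO-treated cells and 100% = gossypol-treated cells at 36 µM; higher means less SRC3-driven luciferase light from the GAL4 reporter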
NOD2-RIPK2 inh = blocks binding of human NOD2 to RIPK2 | O43353 | CHO BLA complementation NOD2-RIPK2, CCF4 ratio | inhibition, % at 4.98 µM | 360,000 compounds, 0.38% hits | AID 624267; in the data active means inhibition above about 21%;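 further: 0% = vehicle only and 100% = reference blocker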
Target sequence (O43353 whole entry, looked up): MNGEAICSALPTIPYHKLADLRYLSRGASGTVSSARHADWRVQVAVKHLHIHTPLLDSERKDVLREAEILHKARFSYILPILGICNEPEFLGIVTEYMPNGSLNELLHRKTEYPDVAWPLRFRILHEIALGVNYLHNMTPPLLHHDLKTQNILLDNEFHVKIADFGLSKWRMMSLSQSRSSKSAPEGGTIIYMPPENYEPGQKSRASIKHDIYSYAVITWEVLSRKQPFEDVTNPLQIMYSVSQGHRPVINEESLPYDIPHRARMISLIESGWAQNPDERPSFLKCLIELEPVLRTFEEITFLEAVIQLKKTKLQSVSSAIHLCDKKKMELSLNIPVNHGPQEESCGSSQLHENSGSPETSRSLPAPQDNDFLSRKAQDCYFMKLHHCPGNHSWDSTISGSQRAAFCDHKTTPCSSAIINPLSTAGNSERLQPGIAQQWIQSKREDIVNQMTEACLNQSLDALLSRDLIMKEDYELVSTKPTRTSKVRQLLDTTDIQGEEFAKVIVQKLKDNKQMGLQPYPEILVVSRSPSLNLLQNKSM
ABHD5-PLIN5 inh = inhibitors of human ABHD5-perilipin-5 interaction | Q00G26+Q8WTS1 | Split G. princeps luciferase complementation, luminescence, 4 h | inhibition, % at 4 µM | 360,000 compounds, 0.78% hits;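 active means inhibition above the mean inhibition across every tested compound plus 3 SD, cut at about 22% in these data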;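 further: 0% = DMSO only wells and the 100% control is not disclosed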
The depositor's hits bear a star.

CC(C)[C@H](NC(=O)c1ccc(C(C)(C)C)cc1)C(=O)Nc1nnc(C2CC2)s1 was read as MC4R antag cAMP 20, COUP-TFII inh 2, MC4R barr agon -0.7, TLR9-MyD88 inh -10, NCOA1 inh 4, NR5A2 inv ag 5, EBV LMP1 NFkB 1, NCOA2 inhibitor 9, SRC3 inh -3, NOD2-RIPK2 inh -3 and ABHD5-PLIN5 inh -2.
Screening O=C(NCc1nnc(SCC(=O)N2CCCC2)o1)c1cccc(C(F)(F)F)c1 returned MC4R antag cAMP 0, COUP-TFII inh -12, MC4R barr agon -0.6, TLR9-MyD88 inh 6, NCOA1 inh -13, NR5A2 inv ag 10, EBV LMP1 NFkB -4, NCOA2 inhibitor 3, SRC3 inh 26, NOD2-RIPK2 inh -8 and ABHD5-PLIN5 inh 3.
Screening CCC(C)N(C(=O)CSc1ncnc2c1cnn2-c1ccccc1)C1CCS(=O)(=O)C1 (stereo not given) returned MC4R antag cAMP -1, COUP-TFII inh 20, MC4R barr agon -1.2, TLR9-MyD88 inh 2, NCOA1 inh 2, NR5A2 inv ag 10, EBV LMP1 NFkB 10, NCOA2 inhibitor 14, SRC3 inh -12, NOD2-RIPK2 inh -14 and ABHD5-PLIN5 inh -9.
`COC(=O)Nc1ccc(S(=O)(=O)Nc2ncccn2)cc1` gave MC4R antag cAMP -1, COUP-TFII inh 0, MC4R barr agon -2.4, TLR9-MyD88 inh 0, NCOA1 inh 12, NR5A2 inv ag -18, EBV LMP1 NFkB 1, NCOA2 inhibitor -6, SRC3 inh -3, NOD2-RIPK2 inh 1 and ABHD5-PLIN5 inh -1.
CC(=O)Nc1c(C(=O)N2CCCCCC2)cnn1-c1ccccc1 was read as MC4R antag cAMP -1, COUP-TFII inh 2, MC4R barr agon 3.9, TLR9-MyD88 inh -4, NCOA1 inh 4, NR5A2 inv ag -4, EBV LMP1 NFkB 79*, NCOA2 inhibitor -15, SRC3 inh -8, NOD2-RIPK2 inh -4 and ABHD5-PLIN5 inh 0.
`CC(=O)c1ccc(Nc2nc(N3CCOCC3)nc(N3CCOCC3)n2)cc1` gave MC4R antag cAMP 14, COUP-TFII inh -17, MC4R barr agon -1.4, TLR9-MyD88 inh -7, NCOA1 inh -7, NR5A2 inv ag -22, EBV LMP1 NFkB -6, NCOA2 inhibitor -21, SRC3 inh -5, NOD2-RIPK2 inh 4 and ABHD5-PLIN5 inh 3.
CN1CCN(c2nc(NCc3ccco3)nc(N)c2[N+](=O)[O-])CC1 was read as MC4R antag cAMP 7, COUP-TFII inh 6, MC4R barr agon 0.6, TLR9-MyD88 inh -9, NCOA1 inh -23, NR5A2 inv ag -9, EBV LMP1 NFkB -1, NCOA2 inhibitor -10, SRC3 inh -7, NOD2-RIPK2 inh -12 and ABHD5-PLIN5 inh 2.
`CCOC(=O)C(=O)Cc1nc2ccccc2s1` gave MC4R antag cAMP -4, COUP-TFII inh -1, MC4R barr agon -0.8, TLR9-MyD88 inh -1, NCOA1 inh -8, NR5A2 inv ag -1, EBV LMP1 NFkB -1, NCOA2 inhibitor -35, SRC3 inh -13, NOD2-RIPK2 inh 2 and ABHD5-PLIN5 inh -6.
Cc1cccc(/C=C/c2nc3ccccc3c(=O)[nH]2)c1 was read as MC4R antag cAMP -5, COUP-TFII inh -54, MC4R barr agon 0.7, TLR9-MyD88 inh 7, NCOA1 inh -96, NR5A2 inv ag -156, EBV LMP1 NFkB -9, NCOA2 inhibitor -31, SRC3 inh -90, NOD2-RIPK2 inh -12 and ABHD5-PLIN5 inh 1.
For COc1ccc(S(=O)(=O)N[C@H]2CC[C@H](CCNC(=O)c3ccccc3F)O[C@@H]2CO)cc1 the results were COUP-TFII inh 0, NR5A2 inv ag 13, NCOA2 inhibitor -17, NOD2-RIPK2 inh 4 and ABHD5-PLIN5 inh 2.
Screening Cc1noc(C)c1COC(=O)c1cc(S(=O)(=O)N2CCOCC2)ccc1F returned MC4R antag cAMP -9, COUP-TFII inh -19, MC4R barr agon -1.9, TLR9-MyD88 inh 3, NCOA1 inh -1, NR5A2 inv ag 28, EBV LMP1 NFkB -5, NCOA2 inhibitor -17, SRC3 inh -5, NOD2-RIPK2 inh 4 and ABHD5-PLIN5 inh 5.
COc1ccc(NC(=O)Cn2c(=O)oc3cc(S(=O)(=O)N4CCCC4)ccc32)c(OC)c1 was read as MC4R antag cAMP -1, COUP-TFII inh 5, MC4R barr agon -1.2, TLR9-MyD88 inh -6, NCOA1 inh -10, NR5A2 inv ag 2, EBV LMP1 NFkB 0, NCOA2 inhibitor 9, SRC3 inh -2, NOD2-RIPK2 inh -2 and ABHD5-PLIN5 inh 0.
`CCn1c(C)cc(O)cc1=O` gave MC4R antag cAMP 17, COUP-TFII inh 6, MC4R barr agon -0.2, TLR9-MyD88 inh -5, NCOA1 inh -32, NR5A2 inv ag 0, EBV LMP1 NFkB 0, NCOA2 inhibitor -10, SRC3 inh -1, NOD2-RIPK2 inh -17 and ABHD5-PLIN5 inh 1.
For Cc1ccc(S(=O)(=O)N2CCOC2CNC(=O)C(=O)NCc2cccnc2)cc1 (stereo not given) the results were MC4R antag cAMP 0, COUP-TFII inh 6, MC4R barr agon -0.6, TLR9-MyD88 inh -2, NCOA1 inh 5, NR5A2 inv ag 14, EBV LMP1 NFkB 2, NCOA2 inhibitor -9, SRC3 inh -1, NOD2-RIPK2 inh -13 and ABHD5-PLIN5 inh 1.
`O=c1[nH]c2ccccc2[n+]([O-])c1-c1ccccc1` gave MC4R antag cAMP -8, COUP-TFII inh -21, MC4R barr agon -2.3, TLR9-MyD88 inh 3, NCOA1 inh -10, NR5A2 inv ag 0, EBV LMP1 NFkB 0, NCOA2 inhibitor -7, SRC3 inh -17, NOD2-RIPK2 inh 2 and ABHD5-PLIN5 inh -2.
`O=C(O)CCNC1C=CS(=O)(=O)C1` (stereo not given) gave MC4R antag cAMP 6, COUP-TFII inh 12, MC4R barr agon 1.3, NCOA1 inh 6, NR5A2 inv ag 18, EBV LMP1 NFkB -6, NCOA2 inhibitor -10, SRC3 inh 8, NOD2-RIPK2 inh -14 and ABHD5-PLIN5 inh 6.
Screening CCc1ccc(N(CC(=O)NC2CC2)S(=O)(=O)c2ccc(C)cc2)cc1 returned MC4R antag cAMP 2, COUP-TFII inh 5, MC4R barr agon 0.7, TLR9-MyD88 inh 1, NCOA1 inh -3, NR5A2 inv ag 8, EBV LMP1 NFkB -4, NCOA2 inhibitor -19, SRC3 inh 14, NOD2-RIPK2 inh -3 and ABHD5-PLIN5 inh 6.
For CC1CC(C)CN(S(=O)(=O)c2ccc(NC(=O)CCN3C(=O)C4CC=CCC4C3=O)cc2)C1 (stereo not given) the results were MC4R antag cAMP 6, COUP-TFII inh -15, MC4R barr agon 0.4, TLR9-MyD88 inh -5, NCOA1 inh -13, NR5A2 inv ag -6, EBV LMP1 NFkB 72*, NCOA2 inhibitor -47, SRC3 inh 4, NOD2-RIPK2 inh 0 and ABHD5-PLIN5 inh -13.
`O=C(O)CCN1C(=O)S/C(=C\c2cccnc2)C1=O` gave MC4R antag cAMP 3, COUP-TFII inh -9, MC4R barr agon -0.4, TLR9-MyD88 inh 4, NCOA1 inh -10, NR5A2 inv ag -1, EBV LMP1 NFkB -4, NCOA2 inhibitor 16, SRC3 inh 15, NOD2-RIPK2 inh -15 and ABHD5-PLIN5 inh -4.
For COc1cc2cnc(-c3ccccc3)c(-c3ccc(C#N)cc3)c2cc1OC the results were MC4R antag cAMP -4, COUP-TFII inh -12, MC4R barr agon -1.6, TLR9-MyD88 inh -4, NCOA1 inh 1, NR5A2 inv ag -9, EBV LMP1 NFkB 10, NCOA2 inhibitor -8, SRC3 inh -6, NOD2-RIPK2 inh 0 and ABHD5-PLIN5 inh -1.
`O=C1C2=C(C(c3ccccc3)=NCCN2)C(c2cccc([N+](=O)[O-])c2)N1c1ccccc1` (stereo not given) gave MC4R antag cAMP 8, COUP-TFII inh 4, MC4R barr agon -0.6, TLR9-MyD88 inh 5, NCOA1 inh -24, NR5A2 inv ag 4, EBV LMP1 NFkB 1, NCOA2 inhibitor -10, SRC3 inh 5, NOD2-RIPK2 inh -4 and ABHD5-PLIN5 inh 3.
`CCc1ccc(Nc2nc(N3CCOCC3)nc(N3CCOCC3)n2)cc1` gave MC4R antag cAMP 14, COUP-TFII inh -17, MC4R barr agon -0.4, TLR9-MyD88 inh -6, NCOA1 inh -1, NR5A2 inv ag -4, EBV LMP1 NFkB -16, NCOA2 inhibitor 5, SRC3 inh -18, NOD2-RIPK2 inh 0 and ABHD5-PLIN5 inh -4.
NNC(=O)c1[nH]c2ccc([N+](=O)[O-])cc2c1-c1ccccc1 was read as MC4R antag cAMP -15, COUP-TFII inh -37, MC4R barr agon -1.8, TLR9-MyD88 inh -5, NCOA1 inh -13, NR5A2 inv ag -2, EBV LMP1 NFkB -3, NCOA2 inhibitor 0, SRC3 inh 1, NOD2-RIPK2 inh 17 and ABHD5-PLIN5 inh -10.
COc1cccc(OCc2cc(C(=O)N3CCNC(=O)C3Cc3ccccc3)no2)c1 (stereo not given) was read as MC4R antag cAMP 2, COUP-TFII inh -9, MC4R barr agon -4.2, TLR9-MyD88 inh 2, NCOA1 inh -13, NR5A2 inv ag -25, EBV LMP1 NFkB -11, NCOA2 inhibitor -18, SRC3 inh -38, NOD2-RIPK2 inh -3 and ABHD5-PLIN5 inh 1.
Screening Cc1ccc2cc(NC(=O)c3ccccc3C)ccc2n1 returned MC4R antag cAMP -1, COUP-TFII inh -45, MC4R barr agon -0.9, TLR9-MyD88 inh 12, NCOA1 inh -84, NR5A2 inv ag -94, EBV LMP1 NFkB -8, NCOA2 inhibitor -40, SRC3 inh -64, NOD2-RIPK2 inh 0 and ABHD5-PLIN5 inh 5.
For O=C(N/N=C/c1ccncc1)c1ccccc1OCc1ccc(Br)cc1 the results were MC4R antag cAMP -1, COUP-TFII inh 3, MC4R barr agon -1.1, TLR9-MyD88 inh 1, NCOA1 inh 18, NR5A2 inv ag 2, EBV LMP1 NFkB -32, NCOA2 inhibitor -4, SRC3 inh -7, NOD2-RIPK2 inh 0 and ABHD5-PLIN5 inh 0.
For O=C(c1ccc2ccccc2c1)N1CCN(c2ccccc2)CC1 the results were MC4R antag cAMP 14, COUP-TFII inh -13, MC4R barr agon -0.8, TLR9-MyD88 inh -4, NCOA1 inh 15, NR5A2 inv ag 4, EBV LMP1 NFkB -7, NCOA2 inhibitor -23, SRC3 inh 17, NOD2-RIPK2 inh 4 and ABHD5-PLIN5 inh -3.
Screening COCc1ccc(C(=O)N2CCCC(Nc3ccc(F)c(F)c3)C2)s1 (stereo not given) returned MC4R antag cAMP 9, COUP-TFII inh 4, MC4R barr agon -2.0, TLR9-MyD88 inh -2, NCOA1 inh 0, NR5A2 inv ag 11, EBV LMP1 NFkB -3, NCOA2 inhibitor 18, SRC3 inh 5, NOD2-RIPK2 inh 3 and ABHD5-PLIN5 inh 1.

An excerpt; rates above refer to the full screens.
